SR-BI HDL uptake: inhibitors of SR-BI mediated HDL lipid uptake, primary screen, ldlA[mSR-BI] cells, fluorescence, single point; 320,000 compounds, 0.96% hits; ldlA[mSR-BI] CHO cells, DiI-HDL uptake fluorescence, 3 h; AID 488896, 2010; inhibition, % at 12.5 µM;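 active = mean replicate inhibition of at least 70% and a set share of replicates each scoring 70 or more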;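 also: 0% = median of neutral control wells and 100% = median of positive control wells; values of inactives mirror those of a sister screen read the other way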
CDK5 inh: inhibitors of human CDK5/p35 kinase, primary screen, biochemical, single concentration; AID 488839, 2010; 330,000 compounds, 0.01% hits; Recombinant CDK5/p35, ADP-Glo luminescence, 60 min; Cyclin-dependent kinase 5 (Homo sapiens) + Cyclin-dependent kinase 5 activator 1 (Homo …; inhibition, % at 10 µM;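 active = highest replicate inhibition of at least 50% and at least 75% of replicates reaching 50%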;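 also: plate controls were DMSO neutral control for no effect and GW8510 at 10 µM for full effect; many of its hits are not listed in these tables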
NSD2 HMT inh: NSD2 histone methyltransferase inhibitors, primary screen, biochemical, AlphaScreen, single concentration, set 2; inhibition, % at 12.5 µM; 310,000 compounds, 0.54% hits; NSD2 peptide methylation, 120 min; AID 743445, 2014; in the data active = inhibition above about 50%
PvdQ acylase: P. aeruginosa PvdQ acylase inhibitors, primary screen, biochemical, fluorescence, plate reader and imaging, single point; purified PvdQ acylase; PvdQ acylase [Pseudomonas aeruginosa LESB58]; 340,000 compounds, 0.063% hits; inhibition, % at 10 µM; in the data active = inhibition above about 30%, passing the limit was not always enough;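 also: 0% = vehicle neutral wells and 100% = reference inhibitor wells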
HTR5A ag: HTR5A agonists in luminescence cell assay, primary screen, counter-screen for OPRM1-OPRD1 heterodimer agonist project, full-deck HTS; 5-hydroxytryptamine receptor 5A (Homo sapiens), P47898; cell-based; activation, % at 9.3 µM; 340,000 compounds, 0.61% hits; in the data active = activation mostly above about 9.5%, no sharp cut-off; inactive = mostly below about 7.6%;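 also: 0% = cells with vehicle only and 100% = reference agonist; strong numbers were not always called active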
HTR5A inv ag: HTR5A inverse agonists in luminescence cell assay, primary screen, counter-screen for OPRM1-OPRD1 heterodimer inverse agonist project, full-deck HTS; 5-hydroxytryptamine receptor 5A (Homo sapiens), P47898; HTR5A cell line, inverse agonism; inhibition, % at 9.3 µM; 340,000 compounds, 0.083% hits; AID 504634, 2011; in the data active = inhibition mostly above about 23%, no sharp cut-off; inactive = mostly below about 18%;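 also: 0% = cells with DMSO and 100% = no-cell wells with DMSO; some compounds called inactive have numbers as strong as hits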
Wnt bcat act: Wnt/beta-catenin pathway activators, primary screen, cell-based, plate reader, single point. Wnt/beta-catenin reporter cell assay, activator. activation, % at 9.35 µM. 300,000 compounds, 1.2% hits; in the data active = activation above about 30%, passing the limit was not always enough;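 also: 0% = neutral control wells and 100% = positive control wells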
MITF act: activators of MITF-driven TRPM1 promoter reporter, primary screen, cell-based, SK-MEL-5, luciferase, single point. SK-MEL-5 TRPM1-promoter luciferase, 24 h; % of positive control, neutral wells = 0. activation, % at 12.5 µM. 300,000 compounds, 0.75% hits;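 active = mean activation of at least 80% with every replicate also reaching 80%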;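 also: 0% = neutral control wells and 100% = parthenolide positive control wells; values of inactives mirror those of a sister screen read the other way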
dFosB act: activators of delta FosB homodimer, primary screen, biochemical, fluorescence polarization, TAMRA-CDK5 oligo, single point; Protein FosB (Mus musculus), P13346; purified delta FosB; percent of positive-control signal above neutral wells; activation, % at 25 µM; 340,000 compounds, 0.99% hits; AID 493131, 2011;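 active = mean activation above about 17%, with every replicate also reaching it, limit read from the data, passing the limit was not always enough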;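 also: fluorescence polarization rise as delta FosB binds a TAMRA Cdk5 AP-1 oligo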
V-ATPase pHluor: regulators of yeast V-ATPase proton pumping, primary screen, pHLuorin cytosolic pH fluorescence; S. cerevisiae; response, % at 10 µM; 350,000 compounds, 0.37% hits; AID 504577, 2011; in the data active = response mostly above about 7.3%, no sharp cut-off; inactive = mostly below about 5.4%; also: actives read high; inactives centre near 0; some compounds called inactive have numbers as strong as hits; reference of the scale not given here
The depositor's hits bear a star; nt = not tested or not shown; & = joins results of further samples.

Results follow in this order: SR-BI HDL uptake	CDK5 inh	NSD2 HMT inh	PvdQ acylase	HTR5A ag	HTR5A inv ag	Wnt bcat act	MITF act	dFosB act	V-ATPase pHluor
[1] CCCCC(CCC(=O)O)(C(=O)OCC)c1csc(Nc2ccc(C)cc2)n1 (stereo not drawn)
 : -15	0.2	nt	9	1	-3	-1	11	0	1
[2] COc1ccc(NC(=O)c2cc(=O)c3ccccc3o2)cc1Cl
 : 28	1.8	0	-13	-3	11	-1	1	-4	-12
[3] Cc1cccc(CN2CCC(C(N)=O)CC2)c1
 : -12	-1.6	-4	-12	5	4	-4	-5	3	-2
[4] N#C/C(=C\c1c(F)cccc1Cl)c1nn(-c2ccccc2)c(-n2cccc2)c1C#N
 : 29	-2.0	-1	-10	2	16	-4	nt	-16	-3
[5] O=C(CN1C(=O)NC2(CCCCC2)C1=O)Oc1ccc2c(C(F)(F)F)cc(=O)oc2c1
 : -13	0.1	-1	7	10	-26	-3	0	2	-3
[6] N#CCSc1nc2c(c(C3CC=CCC3)c1C#N)CCC2 (stereo not drawn)
 : 17	0.2	-6	2	3	17	1	nt	-12	-1
[7] Cn1c2c(c(=O)n(C)c1=O)C(c1ccccc1Cl)CC(=O)N2 (stereo not drawn)
 : nt	-0.6	nt	6	8	-23	1	2	-1	0
[8] S=C(Nc1cccnc1)N1CCc2ccccc21
 : 2	0.5	-1	4	-4	16	0	0	-12	4
[9] Cc1nn(CC(=O)Nc2ccc(N3CCOCC3)cc2)c(C)c1Cl
 : 63	0.2	0	-10	1	4	1	1	-4	1
[10] Cc1cccc(NC(=S)N/N=C2/CCCCc3ccccc32)c1
 : 13	-0.3	1	8	-12	43	4	-10	-3	0
[11] COc1ccccc1-c1ccc(SCc2ccc(C)cc2)nn1
 : 7	-0.2	-2	-1	-1	3	-1	63	-2	1
[12] OC(CNC1CCCC1)COc1c(F)cc(Br)cc1F (stereo not drawn)
 : -9	0.5	5	9	-1	1	2	-9	-2	-2
[13] O=C(/C=C/c1ccccc1)NCCSCc1ccccc1
 : -31	-0.6	-1	-3	1	-5	nt	20	-4	1
[14] O=C(c1ccco1)N1CCN(S(=O)(=O)c2ccccc2[N+](=O)[O-])CC1
 : -9	-0.1	4	-4	4	-11	-4	1	-5	3
[15] O=C(COC(=O)c1cccnc1Cl)c1ccc2c(c1)OCCO2
 : 16	0.2	-1	-9	3	-7	22	47	-3	0
[16] COc1ccc(C(=O)NCC(c2cccnc2)N2CCN(c3ccc(F)cc3)CC2)cc1OC (stereo not drawn)
 : 27	0.1	nt	-14	-4	12	-1	nt	-3	0
[17] O=C(NCCS(=O)(=O)N1CCN(c2ccccc2F)CC1)c1ccc2c(c1)OCO2
 : -21	-0.4	2	-4	4	-27	0	2	-1	-7
[18] CC(=O)N1N=C(c2ccc(Cl)cc2)CC1c1ccco1 (stereo not drawn)
 : 22	0.4	-2	-17	0	-22	4	7	-6	-2
[19] COc1cccc(CNC(=O)CN2C(=O)c3ccccc3S2(=O)=O)c1
 : -17	-0.3	-1	-6	2	14	0	2	-14	16
[20] O=c1cc[nH]c2c1ccc1cccnc12
 : 11	-4.4	nt	-6	8	-22	-1	-5	-13	3

Compound profiles, as listed above:
`Cc1nn(CC(=O)Nc2ccc(N3CCOCC3)cc2)c(C)c1Cl` reads SR-BI HDL uptake: 63; CDK5 inh: 0.2; NSD2 HMT inh: 0; PvdQ acylase: -10; HTR5A ag: 1; HTR5A inv ag: 4; Wnt bcat act: 1; MITF act: 1; dFosB act: -4; V-ATPase pHluor: 1
`Cn1c2c(c(=O)n(C)c1=O)C(c1ccccc1Cl)CC(=O)N2` (stereo not drawn) reads SR-BI HDL uptake: nt; CDK5 inh: -0.6; NSD2 HMT inh: nt; PvdQ acylase: 6; HTR5A ag: 8; HTR5A inv ag: -23; Wnt bcat act: 1; MITF act: 2; dFosB act: -1; V-ATPase pHluor: 0

Further records:
nr	Structure	SR-BI HDL uptake	CDK5 inh	NSD2 HMT inh	PvdQ acylase	HTR5A ag	HTR5A inv ag	Wnt bcat act	MITF act	dFosB act	V-ATPase pHluor
21	Cc1nn(-c2ccc(C(=O)O)cc2)c2c1C(=O)CC(C)(C)C2	-9	-1.2	-2	-6	6	-18	1	1	-2	-3
22	Cc1cc(NC(=O)CSc2nnc(-c3ccc(O)cc3)o2)no1	nt	-1.5	-11	-11	3	-2	0	8	-8	1
23	CC1(C)NC(=O)N(CC(=O)OCC(=O)Nc2cc(S(=O)(=O)N3CCCCC3)ccc2Cl)C1=O	14	0.7	3	-6	-3	4	-4	-6	-4	-2
24	COc1ccc(/C=C\c2onc(C)c2S(=O)(=O)N2CCC(C(=O)NCCC(C)C)CC2)cc1	53	-2.2	nt	-3	6	-3	-3	nt	-12	3
25	Cc1[nH]c(C)c(S(=O)(=O)N2CCN(c3ccccc3)CC2)c1C(=O)N1CCCC1	-12	-1.6	26	7	5	7	-1	-7	-4	-8
26	COC(=O)CNC(=O)COC(=O)c1cc(F)c(F)cc1Cl	-16	-0.6	-3	-5	2	-15	-5	2	-5	2
27	N#C/C(=N\Nc1cccc([N+](=O)[O-])c1)C(=O)c1ccc(Br)cc1	35	0.7	nt	-1	1	-3	-1	-44	-2	-4
28	CCCCNc1c(-c2ccc(SC3CCCCC3)c(OC)c2)nc2ccc(C)cn12	60	1.5	1	-16	4	-35	-3&-3	3	5	-5
29	CN(c1ccc(C(=O)NCc2cccnc2)cc1)S(=O)(=O)c1ccc(Cl)cc1	21	-0.1	-1	-9	-7	8	-2	12	-8	-5
30	COCCN(CCOC)C(=O)CCn1c(=O)oc2ccccc21	7	-2.3	-4	-12	3	2	-5	nt	5	2
31	Cc1nn(Cc2ccccc2Cl)c(Cl)c1C(=O)NCCc1ccccc1	52	-0.1	-2	-13	2	-4	47*	60	-7	1
32	O=C(NCC(=O)N1CCCCC1)c1ccc(Br)o1	-28	-0.7	2	-9	-3	-17	10	24	-3	-1
33	COCCn1c(C)cc(C(=O)COC(=O)c2ccc[nH]c2=O)c1C	38	0.0	-1	2	3	16	-9	-15	-4	-1
34	Brc1cc2c(cc1Br)OCCOCCOCCOCCO2	-41	0.0	5	-9	-3	4	-2	4	-11	2
35	Cc1cc(C)nc(NS(=O)(=O)c2ccc(NC(=O)C3(c4ccc([N+](=O)[O-])cc4)CCCC3)cc2)n1	2	-0.5	1	-4	6	-21	nt	17	-8	0
36	CN(C)C(=S)NC(=O)c1cccc(Cl)c1	-10	1.3	nt	5	5	-13	0	-5	1	2
37	O=C(c1ccco1)N(Cc1cc2ccccc2[nH]c1=O)C1CCCCC1	-6	1.9	4	-9	5	-5	nt	1	-6	-4
38	CCc1ccc(OCC(=O)NNC(=O)c2cc3ccccc3o2)cc1	-6	-0.6	0	-4	9	31	-2	-10	-3	1
39	COc1ccc(-n2nnnc2SCC(=O)c2ccc(O)c(O)c2)cc1	-15	-0.5	-1	-10	0	1	nt	-3	-4	1
40	COc1ccccc1N1CCN(C(=O)c2ccc3c(=O)n(Cc4ccc5c(c4)OCO5)c(=O)[nH]c3c2)CC1	17	0.8	0	7	6	-49	nt	-5	-7	-6
41	COc1cc(OC)cc(C(=O)N[C@H](C(=O)NCc2ccc(F)cc2)C(C)C)c1	-4	1.4	0	7	-2	6	0	-2	-5	3
42	O=C(COC(=O)/C=C/c1ccccc1Cl)NC(=O)NC1CCCC1	-3	-0.1	-1	3	-4	11	-2	1	-9	-3
43	COCCNC(=S)N1CCc2cc(OC)c(OC)cc2C1COc1ccc(C(C)C)cc1 (stereo not drawn)	-17	-1.9	1	-2	-1	2	-2	-8	1	0
44	O=C(Nc1ccn(Cc2ccccc2)n1)c1n[nH]c([N+](=O)[O-])c1Cl	0	-3.9	-3	-2	-2	18	1	-9	-6	2
45	Brc1cccc(CN2CCN(c3ncccn3)CC2)c1	-7	-0.8	0	-8	10	-7	-1	7	-7	-7
46	O=c1c2c(-c3ccccc3)csc2ncn1/N=C/c1cccc([N+](=O)[O-])c1O	12	1.4	11	4	4	25	-2	-5	-7	82*
47	COc1ccc(NC(=O)Nn2cnnc2)cc1OC	6	-1.0	7	1	-6	0	1	-4	9	3

Of the compounds above, these contain an aryl thioether with sulfur outside any ring.
nr	Structure	SR-BI HDL uptake	CDK5 inh	NSD2 HMT inh	PvdQ acylase	HTR5A ag	HTR5A inv ag	Wnt bcat act	MITF act	dFosB act	V-ATPase pHluor
6	N#CCSc1nc2c(c(C3CC=CCC3)c1C#N)CCC2 (stereo not drawn)	17	0.2	-6	2	3	17	1	nt	-12	-1
11	COc1ccccc1-c1ccc(SCc2ccc(C)cc2)nn1	7	-0.2	-2	-1	-1	3	-1	63	-2	1
22	Cc1cc(NC(=O)CSc2nnc(-c3ccc(O)cc3)o2)no1	nt	-1.5	-11	-11	3	-2	0	8	-8	1
28	CCCCNc1c(-c2ccc(SC3CCCCC3)c(OC)c2)nc2ccc(C)cn12	60	1.5	1	-16	4	-35	-3&-3	3	5	-5
39	COc1ccc(-n2nnnc2SCC(=O)c2ccc(O)c(O)c2)cc1	-15	-0.5	-1	-10	0	1	nt	-3	-4	1
